Yeast superoxide = reduction of superoxide in aged yeast, primary screen, HTS; S. cerevisiae aged cells, superoxide DHE fluorescence; active compounds read low; AID 2690, 2010; superoxide response (% of plate mean), % at 10 µM; 330,000 tested, 0.18% active;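 active = superoxide response under a set limit, about three screen SD below normal, cut at about 65% in these data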;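 note: yeast aged for seven days with compound at 30 °C before DHE staining; 100% = average MFI of all compound-treated wells on the plate with controls excluded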
RPL19A-GFP yeast = RPL19A-GFP expression modulators in yeast, primary screen, cell-based, S. cerevisiae, multiplex flow cytometry, MLPCN | percent response vs DMSO, % at 10 µM | 330,000 tested, 0.3% active | S. cerevisiae RPL19A-GFP strain, 3 h; active compounds read low | AID 2025, 2009;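 active = percent response vs DMSO below 50%; inconclusive = fewer than 70 events counted for the yeast strain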;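 note: median channel GFP fluorescence of the barcoded RPL19A-GFP strain; ratio of sample median GFP to plate DMSO average so 100% = DMSO; lower means less RPL19A-GFP as with rapamycin TOR inhibition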
AGP1 TOR yeast = modulators of AGP1-GFP expression in yeast TOR pathway, primary screen, cell-based, multiplex flow cytometry, S. cerevisiae, MLPCN library. 3 h; GFP as percent of DMSO wells. GFP response vs DMSO, % at 10 µM. 320,000 tested, 0.02% active;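 active = GFP response relative to DMSO above a set limit, near screen average plus 3 SD, cut at about 150% in these data; inconclusive = fewer than 70 cells counted for the yeast strain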;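 note: median GFP channel fluorescence of the gated AGP1 strain per well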
CIT2-GFP yeast = modulators of CIT2-GFP expression in yeast, primary screen, S. cerevisiae, GFP fusion, multiplex flow cytometry, MLPCN library | 320,000 tested, 0.065% active | S. cerevisiae CIT2-GFP strain, 3 h; 100 means same as DMSO wells | GFP response vs DMSO, % at 10 µM;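 active = GFP response relative to DMSO above a set limit, near the screen mean plus 3 SD, cut at about 150% in these data; inconclusive = Fewer than 70 cells measured for a yeast strain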;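 note: ratio of well median GFP fluorescence to mean of DMSO wells on the plate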
LAP4 TOR yeast = modulators of LAP4-GFP expression in yeast, primary screen, S. cerevisiae, multiplex flow cytometry, MLPCN library; 3 h; median GFP as percent of DMSO wells; GFP response vs DMSO, % at 10 µM; 320,000 tested, 0.34% active;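 active = GFP response vs DMSO above a set limit, about the screen mean plus 3 SD, cut at about 150% in these data; inconclusive = under 70 cell events counted for the yeast strain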
AHR activator = AHR activators, primary screen, cell-based, luminescence, luciferase reporter, human; 320,000 tested, 2.5% active; AID 2796, 2010; Aryl hydrocarbon receptor (Homo sapiens), P35869; activation, % at 5 µM; AHR-responsive luciferase reporter cells; in the data active = activation above about 47%;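 note: 0% = vehicle wells and 100% = reference agonist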
Target sequence (P35869 whole entry, looked up): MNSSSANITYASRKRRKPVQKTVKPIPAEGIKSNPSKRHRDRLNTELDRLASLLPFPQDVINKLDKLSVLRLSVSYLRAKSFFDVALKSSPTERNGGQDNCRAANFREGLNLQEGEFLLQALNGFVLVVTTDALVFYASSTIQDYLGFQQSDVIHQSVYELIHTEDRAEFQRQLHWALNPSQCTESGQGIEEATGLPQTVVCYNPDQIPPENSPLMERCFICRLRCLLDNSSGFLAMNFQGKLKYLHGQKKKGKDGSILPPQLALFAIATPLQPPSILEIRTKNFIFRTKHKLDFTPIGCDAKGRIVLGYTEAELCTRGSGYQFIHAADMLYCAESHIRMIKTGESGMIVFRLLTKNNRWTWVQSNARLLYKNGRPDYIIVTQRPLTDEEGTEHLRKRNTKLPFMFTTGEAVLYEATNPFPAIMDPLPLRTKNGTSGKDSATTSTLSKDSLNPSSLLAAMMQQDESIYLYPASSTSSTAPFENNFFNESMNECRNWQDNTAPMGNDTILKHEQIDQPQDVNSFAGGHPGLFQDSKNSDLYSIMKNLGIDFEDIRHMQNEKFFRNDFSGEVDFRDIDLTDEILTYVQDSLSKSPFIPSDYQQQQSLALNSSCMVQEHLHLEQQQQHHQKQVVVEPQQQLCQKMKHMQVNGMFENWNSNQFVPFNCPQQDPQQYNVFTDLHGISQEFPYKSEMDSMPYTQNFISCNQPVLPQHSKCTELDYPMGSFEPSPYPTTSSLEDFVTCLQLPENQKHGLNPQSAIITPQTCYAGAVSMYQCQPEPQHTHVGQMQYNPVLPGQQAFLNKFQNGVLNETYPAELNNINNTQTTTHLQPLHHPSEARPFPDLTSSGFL
MEP2-GFP yeast = modulators of MEP2-GFP levels in yeast, primary screen, S. cerevisiae, multiplex flow cytometry, MLPCN library | S. cerevisiae MEP2-GFP strain, 3 h; 100% = DMSO control level | GFP response vs DMSO, % at 10 µM | 330,000 tested, 0.51% active | AID 2016, 2009;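 active = GFP response versus DMSO above a set limit, roughly screen mean plus 3 SD, cut at about 180% in these data; inconclusive = fewer than 70 cells counted for a yeast strain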;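 note: median GFP fluorescence of the barcode-gated MEP2-GFP cells per well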
Efflux pump inh = inhibitors of Candida efflux pumps in yeast, primary screen, S. cerevisiae, Nile Red, multiplex; inhibition, % at 10 µM; AID 485275, 2010; S. cerevisiae Candida pump triplex; 330,000 tested, 0.44% active;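 active = plate passing quality check with inhibition over a set limit, or well fluorescence over plate mean plus 4 SD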;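 note: Nile Red retained in pooled yeast measured as flow cytometry median fluorescence; 0% = buffer negative control and 100% = Enniatin B positive control; higher means more Nile Red kept so more efflux inhibition; some compounds called inactive have numbers as strong as hits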
* = called active by the depositor; ? = inconclusive; . = not tested or not shown; [ ] = remark or other dose.

SMILES | Yeast superoxide | RPL19A-GFP yeast | AGP1 TOR yeast | CIT2-GFP yeast | LAP4 TOR yeast | AHR activator | MEP2-GFP yeast | Efflux pump inh
Cc1cc(C(=O)C(C)Cl)c(C)n1Cc1ccco1 (stereo not drawn) | 97 | 97 | 100 | 92 | 114 | 1 | 89 | 0.0
Cc1ccc(NC2=NCC(=O)N2Cc2ccc3c(c2)OCO3)c(C)c1 | 101 | 101 | 93 | 103 | 85 | 4 | 100 | 0.1
CCOc1ccc(OCC)c(NC(=O)CSCCc2ccccn2)c1 | 94 | 105 | 108 | 109 | 111 | 2 | 105 | -0.1
CCN1CCN(Cc2ccc(NC(=O)c3cc(NC(=O)C(=O)c4c[nH]c5ccccc45)cc(OC)c3)cc2C(F)(F)F)CC1 | 106 | 105 | 95 | 88 | 112 | 1 | 100 | -0.1
CCSc1nnc(Cn2c(=O)sc3ccccc32)n1-c1ccc(OC)cc1 | 96 | 102 | 109 | 103 | 109 | 0 | 107 | -0.1
Cc1ccc(C(=O)Nc2ccc(Nc3ccccc3)cc2)cc1Br | 106 | 103 | 113 | 99 | 117 | 6 | 109 | 0.0
CCCc1cc(=O)oc2cc(C)cc(OC(C)C(=O)N[C@@H](Cc3c[nH]c4ccccc34)C(=O)O)c12 (stereo partly drawn) | 110 | 98 | 104 | 102 | 108 | 6 | 117 | -0.2
CCC1(C)Cc2ccccc2-c2nc(SCC(N)=O)[nH]c(=O)c21 (stereo not drawn) | 93 | 95 | 101 | 106 | 107 | 0 | 94 | -0.2
Cc1onc(-c2ccccc2)c1C(=O)NC(=S)NNC(=O)c1ccco1 | 130 | 98 | 96 | 84 | 158* | 1 | 105 | 0.2
Cc1ccccc1P(=O)(CO)c1ccccc1C | 104 | 92 | 86 | 89 | 85 | 0 | 93 | 0.4
COc1ccccc1C(=O)C1CCCN(C(=O)CCc2ccccn2)C1 (stereo not drawn) | 95 | 100 | 110 | 101 | 99 | 0 | 102 | 0.0
O=C(O)c1ccccc1C(=O)Nc1c(-c2ccccc2)nc2ccccn12 | 99 | 111 | 106 | 109 | 86 | 1 | 106 | 0.0
COc1ccc(NC(=O)c2ccccc2N(Cc2ccccc2)S(C)(=O)=O)cc1OC | 104 | 91 | 90 | 81 | 93 | 5 | 96 | 0.3
C=CCn1ccc(O)c(Cc2ccc(Cl)cc2)c1=O | 83 | 105 | 101 | 104 | 93 | 1 | 104 | 0.0
COCCCN1C(=O)C(O)=C(C(=O)c2ccco2)C1c1ccccc1 (stereo not drawn) | 108 | 98 | 100 | 100 | 90 | 2 | 99 | 0.1
O=C(COC(=O)COc1ccccc1Cl)Nc1ccccc1OC(F)F | 110 | 98 | 97 | 98 | 107 | 9 | 103 | 0.2
CCOC(=O)c1sc(NC(=O)CCCCl)nc1C | 93 | 87 | 88 | 83 | 88 | -1 | 95 | -0.2
Cc1ccc(CNCc2cc(Cl)ccc2O)cc1 | 88 | 95 | 97 | 97 | 91 | -2 | 97 | -0.1
O=C(NCC1CC1)c1onc(CSc2ccncc2)c1C(=O)NCC1CC1 | 90 | 98 | 105 | 99 | 107 | 20 | 102 | -0.1
CCC(C)c1ccccc1NC(=O)COC(=O)C1=COCCO1 (stereo not drawn) | 97 | 99 | 102 | 101 | 108 | 0 | 105 | -0.1
O=C(O)c1cc(-c2ccccc2Cl)n(-c2ccc(F)cc2)n1 | 96 | 96 | 97 | 96 | 110 | 3 | 96 | -0.2
COC(=O)/C=C/c1ccc2c(c1)OCO2 | 108 | 95 | 99 | 97 | 99 | 2 | 105 | 0.0
COc1ccc(N2C(=O)C3C(C2=O)C(C(=O)c2ccccc2)N2CCCC32)cc1 (stereo not drawn) | 114 | 96 | 95 | 93 | 104 | 5 | 89 | -0.1
Cc1cc(C)c(C)c(S(=O)(=O)N2CCN(C(=O)c3ccncc3)CC2)c1C | 90 | 101 | 108 | 104 | 107 | 3 | 106 | 0.2
O=C(CSc1nnc(-c2ccco2)n1Cc1ccccc1)c1ccccc1 | 102 | 106 | 108 | 105 | 112 | 18 | 107 | -0.1
O=C(Nc1ccc(Cl)c(Cl)c1)Nc1ccccn1 | 111 | 85 | 86 | 84 | . | 23 | 88 | 0.1
CN(C)S(=O)(=O)c1ccc(Cl)c(NC(=O)CSc2nc3c(cc2C#N)C(=O)CC(C)(C)C3)c1 | 70 | 99 | 95 | 96 | 95 | -1 | 104 | -0.3
CCOc1[nH]n(-c2ccccc2)c(=O)c1C=NCC(=O)OC | 84 | 118 | 102 | 106 | 91 | 8 | 106 | 0.1
COc1ccc(/C=C(\C#N)C(=O)NCCc2ccccc2)cc1OCc1ccccc1 | 100 | 108 | 108 | 111 | 103 | 18 | 109 | 0.2
COc1ccc(Cl)cc1NC(=O)C1CCCN(c2cc(C)nc3ncnn23)C1 (stereo not drawn) | 98 | 95 | 95 | 102 | 94 | 1 | 97 | -0.1
O=C(CCCn1c(SCC(=O)NC2CCCCC2)nc2ccccc2c1=O)NCC1CCCO1 (stereo not drawn) | 88 | 109 | 112 | 104 | 109 | -3 | 106 | -0.1
COc1ccc(S(=O)(=O)N2CCOCC2)cc1NC(=O)CN1C(=O)NC2(CCCCC2C)C1=O (stereo not drawn) | 92 | 100 | 99 | 102 | 101 | 1 | 102 | 0.0
C=CCn1c(SCC(=O)Nc2sc3c(c2C#N)CCC3)nnc1C1COc2ccccc2O1 (stereo not drawn) | 110 | 97 | 100 | 81 | 103 | 6 | 101 | -0.1
CC(C)(C)c1ccc(-c2noc(CCC(=O)NCC3CCCO3)n2)cc1 (stereo not drawn) | 86 | 96 | 101 | 104 | 104 | -13 | 95 | 0.1
CN(Cc1cc(=O)n2ccsc2n1)Cc1nc2ccccc2c(=O)[nH]1 | 99 | 99 | 104 | 105 | 105 | 1 | 108 | -0.2
CCNc1nc(NC(N)=S)nc(NC(C)(C)C)n1 | 113 | 97 | 106 | 102 | 99 | 8 | 101 | -0.1
CC(C)n1c(CN2CCN(C)CC2)nc2c1c(=O)n(C)c(=O)n2C | 88 | 104 | 107 | 108 | 102 | -2 | 103 | -0.3
COc1c(Cl)cc(C(=O)NN)cc1Cl | 97 | 102 | 120 | 124 | 103 | -1 | 109 | -0.3
O=C1NC(=O)/C(=C\c2ccc(OCc3cnc(Cl)s3)cc2)S1 | 123 | 94 | 90 | 99 | 94 | 6 | 120 | -0.1
N=c1n(Cc2ccccc2)c2ccccc2n1CC(O)c1ccccc1 (stereo not drawn) | 99 | 93 | 87 | . | 88 | 12 | 86 | -0.2

The last 3 compounds of the section before come first, to join the parts:
SMILES | Yeast superoxide | RPL19A-GFP yeast | AGP1 TOR yeast | CIT2-GFP yeast | LAP4 TOR yeast | AHR activator | MEP2-GFP yeast | Efflux pump inh
COc1c(Cl)cc(C(=O)NN)cc1Cl | 97 | 102 | 120 | 124 | 103 | -1 | 109 | -0.3
O=C1NC(=O)/C(=C\c2ccc(OCc3cnc(Cl)s3)cc2)S1 | 123 | 94 | 90 | 99 | 94 | 6 | 120 | -0.1
N=c1n(Cc2ccccc2)c2ccccc2n1CC(O)c1ccccc1 (stereo not drawn) | 99 | 93 | 87 | . | 88 | 12 | 86 | -0.2
C=CCNCC(=O)Nc1ccccc1SCC(=O)Nc1ccsc1C(=O)OC | 106 | 102 | 102 | 103 | 95 | -1 | 104 | 0.0
O=C(NCc1ccco1)/C(=C/c1ccc(C(F)(F)F)cc1)c1nc2ccccc2[nH]1 | 81 | 99 | 89 | 97 | 91 | 8 | 99 | -0.4
CC(C)(C)c1ccc(C(=O)C2CCCN(C(=O)CCn3cncn3)C2)cc1 (stereo not drawn) | 110 | 99 | 99 | 99 | 96 | -1 | 104 | -0.4
CCOC(=O)CSc1nnc(-c2ccc(Cl)cc2Cl)o1 | 129 | 101 | 94 | 88 | 113 | 1 | 98 | 0.5
O=C(OC(C(=O)NCC1CCCO1)c1ccccn1)c1cccs1 (stereo not drawn) | 87 | 96 | 96 | 103 | 98 | 0 | 97 | 0.1
Cn1c(=O)[nH]c(=O)c2c1nc(NCCCn1ccnc1)n2CCOc1ccccc1 | 105 | 98 | 102 | 104 | 102 | 23 | 103 | 0.0
COc1ccc(OCc2cc(C(=O)N(C)C3CCOC3)no2)c(Cl)c1 (stereo not drawn) | 97 | 102 | 66 | 78 | 100 | -2 | 93 | 0.2
COc1ccc(S(=O)(=O)N(C)c2ccc(C(=O)NCc3ccncc3)cc2)cc1 | 93 | 96 | 89 | 91 | 87 | -2 | 93 | 0.0
CN1CCN(CCOc2cccc(Cl)c2)CC1 | 96 | 86 | 87 | 92 | 79 | -2 | 82 | 0.0
Cc1cc(N2CCN(C)CC2)ccc1NC(=O)c1c2c(nc3ccccc13)CCN(Cc1ccccc1)C2 | 101 | 100 | 102 | 102 | 97 | 7 | 98 | 0.2
Brc1ccc(-c2nnc3sc(CN4CCC5(CC4)OCCO5)cn23)cc1 | 123 | 110 | 112 | 104 | 108 | 5 | 105 | 0.1
COCc1cc(CN2CCCC(C(=O)Nc3cccc(-n4cnnn4)c3)C2)ccc1OC (stereo not drawn) | 102 | 95[may fluoresce green] | 97[may fluoresce green] | 94[may fluoresce green] | 110[may fluoresce green] | 1 | 110[may fluoresce green] | 0.3
CCCCn1c(N)c(N(Cc2ccccc2OC)C(=O)COc2ccc(F)cc2Cl)c(=O)[nH]c1=O | 112 | 111 | 94 | . | 84 | 1 | 98 | 0.1
CCOC(=O)C(NC(=O)CC)(Nc1ccc(S(=O)(=O)Nc2onc(C)c2C)cc1)C(F)(F)F (stereo not drawn) | 100 | 96 | 98 | 92 | 102 | 2 | 98 | 0.0
COc1ccc(C2(C)NC(=O)N(CC(=O)Nc3ccc(S(=O)(=O)N4CCCC4)cc3)C2=O)cc1 (stereo not drawn) | 88 | 101 | 105 | 105 | 101 | 7 | 103 | 0.0
Cc1coc2c1c(C)cc1oc(=O)c(CC(=O)NCCC(=O)O)c(C)c12 | 106 | 103 | 99 | 103 | 91 | 0 | 99 | -0.1
O=C(O)CCN(CC(=O)c1ccc(Cl)cc1)S(=O)(=O)c1ccc([N+](=O)[O-])cc1 | 106 | 101 | 103 | 100 | 99 | 2 | 102 | -0.1
CC1=Nc2cc(C(=O)O)ccc2Sc2ccc(C)cc21 | 114 | 96 | 95 | 94 | 137 | -1 | 104 | 0.1
CC(=O)C1C(c2ccccc2Cl)NC(=O)NC1(O)C(F)(F)F (stereo not drawn) | 91 | 102 | 108 | 95 | 99 | 0 | 92 | 0.1
COC(=O)Oc1nsnc1N1CCOCC1 | 130 | 92 | 94 | 104 | 106 | 1 | 94 | -0.1
CC(=O)c1cccc(NS(=O)(=O)c2ccc(C(=O)Nc3ccccc3)cc2)c1 | 79 | 95 | ? | 93 | ? | -5 | 84 | -0.2

Quoted from the listing:
`COC(=O)Oc1nsnc1N1CCOCC1` in CIT2-GFP yeast → 104
`CCOC(=O)CSc1nnc(-c2ccc(Cl)cc2Cl)o1` in Yeast superoxide → 129
